LmPK inhibitor: inhibitors of Leishmania mexicana pyruvate kinase; Potency, µM (titrated, usually from 57.5 µM), for the others: top-dose activity change, negative = inhibition, hits mostly inhibitors; Q27686; purified LmPK, Kinase-Glo ATP luminescence, 1 h; actives 0.37% (n = 290,000); AID 1721; also: potency is read from the fitted curve at half-maximal effect; % is scaled to controls: 0 for no effect and ±100 for the full control effect
Target sequence (Q27686 whole entry, looked up): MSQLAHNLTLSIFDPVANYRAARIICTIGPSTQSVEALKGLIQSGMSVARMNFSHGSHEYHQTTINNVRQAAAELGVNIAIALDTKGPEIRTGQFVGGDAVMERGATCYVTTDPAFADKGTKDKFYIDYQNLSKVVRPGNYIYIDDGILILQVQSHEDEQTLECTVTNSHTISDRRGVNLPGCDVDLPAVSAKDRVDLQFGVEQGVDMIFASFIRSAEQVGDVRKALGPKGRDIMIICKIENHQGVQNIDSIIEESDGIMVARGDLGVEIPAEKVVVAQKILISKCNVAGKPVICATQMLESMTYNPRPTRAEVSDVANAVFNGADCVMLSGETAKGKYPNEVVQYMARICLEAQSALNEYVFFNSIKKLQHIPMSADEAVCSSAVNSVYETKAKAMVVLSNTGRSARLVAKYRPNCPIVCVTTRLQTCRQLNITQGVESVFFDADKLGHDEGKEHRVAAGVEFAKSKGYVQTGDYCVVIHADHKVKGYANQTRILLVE
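qHTS format; LmPK 0.1 nM; substrates PEP 0.5 mM and ADP 0.1 mM. One-hour room-temperature incubation, then coupled luciferase luminescence; 0.5 nM enzyme wells mark activation.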
HCV inhibitor: HCV inhibition. Huh7.5.1 HCVcc-Cre infection, luciferase reporter, 44 h. Potency, µM (doses to about 41.8 µM), inactives show top-dose activity change, negative = inhibition, most hits filed as inhibitors. actives 3.4% (n = 340,000). AID 651820; also: potency is read from the fitted curve at half-maximal effect; % is scaled to controls: 0 for no effect and ±100 for the full control effect
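Infectious HCV cell culture screen: compound-treated cells (1,000/well, pre-plated 4 h) are infected with HCVcc-Cre at roughly 0.5 moi and grown 44 h. Infection is quantified by luciferase signal after 15 min substrate incubation at room temperature.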
Shiga inhibitor: Shiga toxin inhibition; Vero cells, Shiga toxin protein synthesis inhibition reporter; actives 9.2% (n = 290,000); inhibition, % at 38.7 µM; in the data active = inhibition mostly above about 28%, no sharp cut-off; inactive = mostly below about 43%; also: 0% is about no effect
Cycloheximide cs: affects cycloheximide protein synthesis inhibition readout, counter-screen | AID 2314 | max response, % | actives 12% (n = 300,000) | cell reporter, cycloheximide protein synthesis inhibition counterscreen; in the data active = max response mostly above about 13%, no sharp cut-off; inactive = mostly below about 14%; also: read at 38.3 µM for the half of the compounds with a filed dose; 0% is about no effect
TbPYK inhibitor: T. brucei pyruvate kinase inhibition. TbPYK enzyme, Kinase-Glo Plus ATP luminescence, 45 min. Potency, µM (top dose mostly 76.8 µM), for inactives: top-dose activity, negative = inhibition, most hits filed as inhibitors. actives 0.12% (n = 410,000); also: potency is read from the fitted curve at half-maximal effect; % is scaled to controls: 0 for no effect and ±100 for the full control effect; nearly all actives have a fitted effect of over 50% in size
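Readout: single end-point luminescence (Kinase-Glo Plus, 10 min). Reaction conditions were TbPYK/substrate plus 130 uM ADP, 45 min at RT, pH 7.2 TEA buffer. No-enzyme wells served as controls, and data were normalized before concentration-response fitting.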
Pf growth 48h: inhibits P. falciparum growth in the first generation, 48 h. Potency, µM (highest dose often 28.7 µM), inactives show top-dose activity change, negative = inhibition, hits mostly inhibitors. P. falciparum luciferase growth in erythrocytes, 48 h. actives 5.9% (n = 310,000); also: potency is read from the fitted curve at half-maximal effect; % is scaled to controls: 0 for no effect and ±100 for the full control effect
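Cell-based growth assay: transgenic P. falciparum expressing firefly luciferase, cultured in red cells within RPMI 1640 containing 0.5% w/v Albumax, 24 mM bicarbonate and gentamycin. A drop in luciferase activity indicates inhibition.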
Pf growth 96h: P. falciparum growth inhibition at 96 hours. P. falciparum luciferase reporter growth, 96 h. Potency, µM (doses to about 28.7 µM), for inactives: top-dose activity change, negative = inhibition, most hits filed as inhibitors. actives 6.9% (n = 320,000). AID 504834; also: potency is read from the fitted curve at half-maximal effect; % is scaled to controls: 0 for no effect and ±100 for the full control effect
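Delayed-death screen, second-generation endpoint: infected erythrocytes, 2% hematocrit, 0.05% parasitemia final; 96 hours at 37 C, 5% CO2; luciferase detection reagent; luminescence decrease equals reduced growth.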
The depositor's hits bear a star; i = inactive; u = inconclusive; x = no result given; & = joins results of further samples; [ ] = dose if it differs, or a comment. Unless noted, calls follow the shape of the dose curve; as a rule, active = well fitted curve in the direction sought with a large enough effect; inconclusive = small, poorly fitted or top-dose-only effect, or another doubt; inactive = no such curve, though single readings can be large; an effect the other way counts as inactive or inconclusive.

canonical_smiles	LmPK inhibitor	HCV inhibitor	Shiga inhibitor	Cycloheximide cs	TbPYK inhibitor	Pf growth 48h	Pf growth 96h
CCOc1ccc(N2C(=O)CC(SC(=NC)Nc3ccc4c(c3)OCO4)C2=O)cc1 (configuration not stated)	5%	22%	-16	3	0%	x	16%
Cc1nc2ccsc2c(=O)n1-c1ccc(Cl)cc1	2%	7%	-2	-2	-11%	-10%	-26%
CCOc1ccccc1Oc1coc2cc(OC)ccc2c1=O	-5%	8%	20	-2	-2%	81%[activator]	29%
O=C(CSc1nnc(CNC(=O)c2ccccc2)o1)NCc1ccc(F)cc1	-1%	x	17	6	0%	-13%	u
N#Cc1ccccc1NC(=O)COC(=O)c1ccc(F)cc1F	-4%	8%	-10	-1	0%	29%	51%[activator]
CCOC(=O)N1CCN(c2cc(=O)n(-c3ccc(OC)cc3)c(=O)[nH]2)CC1	1%	11%	-9	-1	2%	6%	x
COc1ccccc1CC(=O)Nc1c[nH]c(=O)[nH]c1=O	0%	-2%	-9	-3	0%	16%	67%[activator]
CCCCN(CC)S(=O)(=O)c1ccc(C(=O)Nc2nnc(COC)o2)cc1	6%	12%	-7	10	-3%	27%	x
CN1CCN(S(=O)(=O)c2ccc(Nc3ccc(F)cc3)nc2)CC1	x	u	x	x	-2%	u	-24%
N/C(=N\OC(=O)c1ccc([N+](=O)[O-])cc1)c1cccnc1	-20%	3%	117*	14*	1%	81%[activator]	-18%
Cc1ccnc(NC(=O)c2cc(-n3cnnc3)ccc2Cl)c1	4%	20%	3	1	2%	9%	28%
COc1cccc(Nc2nc(-c3ccc4c(c3)OCCO4)cs2)c1	-10%	u	103*	53*	-7%	93%[activator]	418%[activator]
COc1ccc(C2=CC(=O)CC(C)(C)C2)cc1	x	-20%	x	x	-6%	21%	0%
CN(C)C(=O)c1ccc(NC(=O)c2ccc(-c3ccc(Cl)cc3)o2)cc1	x	u	x	x	1%	4%	u
C=CCn1c(-c2ccc3[nH]c(C)c(C)c3c2)n[nH]c1=S	u	-13%	-5	-4	u	18%	3%
CCC/C(=N\NC(=O)CNC(=O)c1ccc(Cl)cc1)c1ccccc1	1%	2%	19	13	1%	-7%	149%[activator]
OCCN1CCN(C(=S)c2ccc(Br)cc2)CC1	2%	2%	-20	-2	-34%	9%	11%
COc1ccccc1-c1nc(-c2ccccc2)[nH]c(=O)c1C#N	3%	24%	15	6	2%	13%	-7%
CC(=O)c1c(C)[nH]c(C(=O)OCC(=O)N(CC(C)C)C2CCS(=O)(=O)C2)c1C (configuration not stated)	x	u	x	x	-6%	0%	-2%
O=C(c1cc2ncccn2n1)N1CCc2c([nH]c3ccccc23)C1c1ccccc1F (configuration not stated)	-3%	-23%	-11	-1	-3%	-22%	-10%
CCOc1cc(C(=O)OCc2ccc(C(=O)OC)o2)cc(Br)c1OC	0%	u	-9	-6	1%	11%	21%
Cc1cc(C)n(-c2nc3ccccc3c(=O)n2OCc2ccc(F)cc2)n1	0%	-10%	22	18*	-5%	u	8.3µM*
COc1ccc(F)cc1S(=O)(=O)N1CCC2(CC1)OCCN2S(=O)(=O)c1cccs1	x	5%	x	x	-8%	u	u
CC(C)NC(=S)NNC(=O)C12CC3CC(CC(C3)C1)C2	2%	20%	27	-3	1%	x	-2%
O=S(=O)(NCC(c1ccccc1)N1CCNCC1)c1ccc(Cl)cc1 (configuration not stated)	1%	u	-4	-4	-8%	u	5%
Cc1ccc(Sc2c(C)nn(C(=O)CNS(=O)(=O)c3ccc(F)cc3)c2C)cc1	3%	-9%	-2	3	6%	9%	u
CC1SCC(=NOCc2c(Cl)cccc2Cl)CS1 (configuration not stated)	-3%	13%	62*	12	-5%	18%	-6%
COc1ccc(CCNC(=O)CSc2nccc(=O)[nH]2)cc1OC	1%	14%	-17	-1	7%	16%	102%[activator]
O=C(CN1CCN(S(=O)(=O)N2CCCCC2)CC1)Nc1cc(Cl)cc(Cl)c1	0%	-20%	-4	-3	-6%	-6%	6%
CCCNC(=O)Nc1ccccc1C(=O)Nc1ccc(OC)cc1	-4%	u	2	2	0%	31%[activator]	1%
COC(=O)c1sccc1NC(=O)c1ccc(OC)cc1OC	1%	1%	22	0	2%	14%	94%[activator]
N=C1/C(=C\c2ccc(-c3cccc(C(=O)O)c3)o2)C(=O)N=C2SC=C(c3ccccc3)N12	-11%	14%	56*	26*	-1%	17%	13%
Fc1ccccc1N1CC(c2ccccc2)C(c2cccs2)=N1 (configuration not stated)	4%	u	-9	0	1%	x	12µM*
CCCCn1c(N)c(N(CC(C)C)C(=O)c2ccc(F)c(S(=O)(=O)N3CCOCC3)c2)c(=O)[nH]c1=O	x	-6%	x	x	-2%	u	u
CCN1CCN(CC(=O)Nc2sc3c(c2C#N)CCC(C)C3)CC1 (configuration not stated)	5%	35µM*	-21	-1	-5%	x	u
Cc1ccccc1S(=O)(=O)N(CC(O)CN1C(=O)NC(C)(C)C1=O)c1ccccc1 (configuration not stated)	-2%	1%	-11	-1	-2%	13%	-15%
Cc1c(C(=O)N2c3ccccc3Sc3ccccc32)cccc1[N+](=O)[O-]	5%	u	-18	7	6%	u	u
Nc1ccc(Oc2ccc(F)cc2)nc1	-2%	7%	-5	-1	0%	0%	33%[activator]
COc1cc2[nH]c3c(=O)n(N)c(=O)[nH]c3c2cc1OC	1%	9%	-7	-2	-3%	32%[activator]	28%
COC(=O)c1ccccc1NC(=O)Cn1c(=O)n(Cc2ccccc2)c(=O)c2c(C)c(C)sc21	-1%	-28%	-12	-1	-6%	u	u
N#Cc1cccc(S(=O)(=O)NCC(=O)NCCCc2ccccc2)c1	0%	0%	-8	-3	-2%	-13%	-8%
c1ccc(Oc2ncnc3oc(-c4ccccc4)cc23)cc1	1%	-10%	2	-1	3%	38%[activator]	-18%
Cc1cccc(OCCCCNCc2ccccc2)c1	-6%	-5%	-4	-3	-8%	2%	2%
Cc1nc2cc(S(=O)(=O)N3CCC(C(=O)O)CC3)ccc2n1C1CCCC1	-4%	24%	-28	-5	2%	u	-2%
Cc1ccc(C(=O)COC(=O)CNC(=O)C(c2ccccc2)c2ccccc2)cc1[N+](=O)[O-]	1%	10%	-6	2	-5%	27%	77%[activator]
NS(=O)(=O)c1ccc(NC(=O)/C=C/c2cn(-c3ccccc3)nc2-c2cccc(Cl)c2)cc1	-1%	u	1	-3	-6%	10µM*	-10%
CSCC(O)Cn1ncc2ccccc2c1=O (configuration not stated)	0%	-11%	33	21*	4%	38%[activator]	33%[activator]
Cc1ccc(S(=O)(=O)NNC(=O)c2sc(=S)n(C)c2C)cc1	1%	27%	-5	-2	0%	14%	15%
CCCCC[C@]12Cc3ccccc3C(O1)c1c(cc(C)oc1=O)O2	-5%[11.5 µM]	x	i	0	x	23%[5.75 µM]	0.67µM*
Cc1cccn2cc(CCNC(=O)c3ccco3)nc12	-2%	13%	3	0	3%	8%	24%

Ordered by SMILES length (lowest first): part of the list above.
canonical_smiles	LmPK inhibitor	HCV inhibitor	Shiga inhibitor	Cycloheximide cs	TbPYK inhibitor	Pf growth 48h	Pf growth 96h
c1ccc(Oc2ncnc3oc(-c4ccccc4)cc23)cc1	1%	-10%	2	-1	3%	38%[activator]	-18%
CCN1CCN(CC(=O)Nc2sc3c(c2C#N)CCC(C)C3)CC1 (configuration not stated)	5%	35µM*	-21	-1	-5%	x	u
Cc1ccc(C(=O)COC(=O)CNC(=O)C(c2ccccc2)c2ccccc2)cc1[N+](=O)[O-]	1%	10%	-6	2	-5%	27%	77%[activator]

More records
canonical_smiles	LmPK inhibitor	HCV inhibitor	Shiga inhibitor	Cycloheximide cs	TbPYK inhibitor	Pf growth 48h	Pf growth 96h
CC(C)(C)c1ccc(Oc2ccc(NC(=O)CCCC(=O)O)cn2)cc1	1%	13%	2	-2	-13%	0%	6%
O=C(CSc1nnc(-c2ccncc2)o1)Nc1cccc(F)c1	x	u	x	x	1%	79%[activator]	97%[activator]
O=C(O)c1cccc(-c2noc(-c3cccc(Cl)c3)n2)c1	x	x	x	x	1%	u	-7%
CC[C@]1(c2cccc(C)c2)C(=O)N(C(=O)OC)N1C(=O)OC	1%	6%	8	6	-1%	9%	50%[activator]
O=C(Nc1cccc(NC(=O)c2ccc(Br)o2)c1)c1ccccc1	0%	-25%	21	7	0%&0%	18%	23%
Cc1cccc(N=Cc2c(O)cc(C)oc2=O)c1	-6%	13%	5	5	-1%	39%[activator][5.75 µM]	1%
CCn1cnc2c1c(=O)n(CC(=O)N1CCc3ccccc31)c(=O)n2Cc1ccccc1	11%	-4%	-2	-3	0%	x	u
CCCCN1CC(=O)N2[C@H]3c4cc(Cl)ccc4OC[C@@H]3[C@H](C(=O)OCC)[C@]2(C)C1=O	x	5%	x	x	1%	u	u
CC(C)Oc1ccc2nnnn2n1	-1%	4%	-21	-1	2%	u	35%[activator]
CC(=O)Oc1ccc(C(=O)c2ccccc2)c(OC(C)=O)c1	1%	11%	17	-1	1%	u	13%
C=CCNC(=O)/C(C#N)=C/c1c(N(Cc2ccccc2)Cc2ccccc2)nc2ccccn2c1=O	3%	u	13	5	2%	5.2µM*	9.3µM*
O=C1CCCc2c1nc(-c1ccco1)n2O	0%	2%	30	-7	-6%	-9%	u
Cc1ccc(S(=O)(=O)N2CCCOC2CNC(=O)C(=O)NCc2ccccc2C)cc1 (configuration not stated)	0%	x	-7	-2	-1%	u	u
O=C1NC(=O)C(C(CC(=O)c2ccccc2)c2ccccc2)C(=O)N1 (configuration not stated)	0%	6%	-10	-4	-5%	9%	u
COc1ccc(N(C)S(=O)(=O)c2cccc(C(=O)Nc3cc(OC)ccc3OC)c2)cc1	0%	10µM*	-9	-4	-10%	u	u
Cc1cc(C)c(C(=O)O)c(Cl)n1	4%	12%	11	10	1%	38%[activator]	22%
Cc1oc(-c2ccccc2F)nc1CSCC(=O)NC1CCC(C)CC1 (configuration not stated)	-7%	u	-4	1	-4%	20%	-27%
CC(=O)Nc1ccc(NC(=O)Cn2cnc3c(cnn3C(C)(C)C)c2=O)cc1	2%	2%	7	2	2%	75%[activator]	19%
O=c1[nH]c(/C=C\c2cccc(F)c2)nc(O)c1[N+](=O)[O-]	3%	0%	x	-2	4%	u	u

Compound activity deposited in PubChem BioAssay by National Center for Advancing Translational Sciences (NCATS).
